High-throughput results (PubChem BioAssay)
Fh CTSL1 inh – Fasciola hepatica cathepsin L1 inhibitors, primary screen, counter-screen for PFM18AAP inhibitor project, biochemical, QFRET, fluorogenic peptide substrate; AID 1906, 2009; recombinant F. hepatica cathepsin L1, Z-Leu-Arg-MCA fluorescence; actives 0.49% (n = 300,000); inhibition, % at 5.96 µM;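 active means inhibition above the mean of all tested compounds plus 3 SD, set per screening campaign, cut at about 17% in these data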;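 further: 0% = plate median of test compound wells and 100% = 1 µM Z-Phe-Ala-diazomethylketone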
core dimer inh – inhibitors of HCV core protein dimerization, primary screen, biochemical, TR-FRET, high-throughput; actives 0.33% (n = 300,000); TR-FRET GST/Flag-core106 dimerization, 1536-well; inhibition, % at 5 µM;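 active means inhibition above the mean of all tested compounds plus 3 SD, set per screening campaign, cut at about 45% in these data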
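System – GST-tagged and Flag-tagged HCV core protein residues 1-106 · Repeats – one well for each compound · Technique – TR-FRET 671 and 617 nm emission · Doses – one concentration, 5 µM, in 0.5% DMSO · Times – 4 h, 22.5 °C incubation · Also added – Eu donor and XL665 acceptor anti-tag antibodies · Measure – percent inhibition of core106 dimerization signal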
PP5 inh – PP5 phosphatase inhibitors, primary screen, biochemical, fluorescence; actives 0.18% (n = 320,000); purified PP5c, OMFP substrate fluorescence; AID 1987, 2009; inhibition, % at 6.7 µM;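 active means inhibition above the campaign's mean inhibition across all tested compounds plus 3 SD, cut at about 9.5% in these data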;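 further: 0% = DMSO only and 100% = 100 µM cantharidin control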
Target sequence (P53041 whole entry, looked up): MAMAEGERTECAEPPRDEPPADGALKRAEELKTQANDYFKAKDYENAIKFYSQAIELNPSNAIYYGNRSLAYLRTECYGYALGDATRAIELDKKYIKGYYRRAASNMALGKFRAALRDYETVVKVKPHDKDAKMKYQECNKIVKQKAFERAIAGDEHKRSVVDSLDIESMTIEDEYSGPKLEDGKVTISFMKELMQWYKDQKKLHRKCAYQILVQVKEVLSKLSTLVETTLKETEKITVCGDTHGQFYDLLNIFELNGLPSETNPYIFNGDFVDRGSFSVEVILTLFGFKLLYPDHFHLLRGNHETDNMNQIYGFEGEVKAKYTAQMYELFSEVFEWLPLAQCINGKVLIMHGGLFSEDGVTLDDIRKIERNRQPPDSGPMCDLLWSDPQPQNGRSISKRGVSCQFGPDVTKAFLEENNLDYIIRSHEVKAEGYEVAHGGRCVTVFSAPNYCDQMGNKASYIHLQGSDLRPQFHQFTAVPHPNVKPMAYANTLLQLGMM
TPT1 inhibitor – Candida albicans TPT1 enzyme inhibitors, primary screen, biochemical, fluorescence polarization. tRNA 2'-phosphotransferase TPT1 (Candida albicans SC5314). recombinant caTPT1, FP RNA substrate dephosphorylation. inhibition, % at 5 µM. actives 0.81% (n = 300,000). AID 1962, 2009;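 active means inhibition above the mean of all tested compounds plus 3 SD, set per screening campaign, cut at about 24% in these data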;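 further: plate controls were DMSO alone for no effect and ferristatin control at 100 nM for full effect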
EBNA-1 inhibitor – EBNA-1 DNA-binding inhibitors, primary screen, biochemical, fluorescence polarization | inhibition, % at 14.8 µM | actives 0.34% (n = 300,000); in the data active means inhibition above about 28%
PP1 inh – PP1-alpha phosphatase inhibitors, primary screen, counter-screen for PP5 inhibitor project, biochemical, fluorescence, OMFP substrate, single point; Serine/threonine-protein phosphatase PP1-alpha catalytic subunit (Homo sapiens), P62136; purified PP1alpha; inhibition, % at 6.7 µM; actives 0.9% (n = 320,000);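 active means inhibition above the mean inhibition of all tested compounds plus 3 SD, computed separately for each screening campaign, cut at about 15% in these data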
Target sequence (P62136 whole entry, looked up): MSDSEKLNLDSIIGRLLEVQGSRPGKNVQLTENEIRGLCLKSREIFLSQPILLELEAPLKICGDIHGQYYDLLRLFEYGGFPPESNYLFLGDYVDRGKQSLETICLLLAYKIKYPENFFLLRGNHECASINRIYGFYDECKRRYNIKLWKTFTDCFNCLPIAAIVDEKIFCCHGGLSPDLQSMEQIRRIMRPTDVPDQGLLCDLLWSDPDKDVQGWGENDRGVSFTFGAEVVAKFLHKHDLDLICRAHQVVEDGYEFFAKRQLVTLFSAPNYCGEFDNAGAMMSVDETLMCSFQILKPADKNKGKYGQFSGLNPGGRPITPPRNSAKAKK
GASC-1 inh – inhibitors of GASC-1 histone demethylase, primary screen, biochemical, fluorescence, DELFIA europium. GST-JMJD2C(1-420) H3K9me3 demethylation. actives 0.069% (n = 330,000). AID 2099, 2009. Lysine-specific demethylase 4C (Homo sapiens), Q9H3R0. inhibition, % at 2.35 µM;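 active means more than half of a compound's replicate wells show inhibition beyond 50%, single wells judged on their own value; inconclusive means some, but no more than half, of replicates pass 50% inhibition; inactive means no replicate passes 50% inhibition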;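 further: signal counts dimethyl H3K9 product captured on neutravidin plate; 0% = median of DMSO wells and 100% = 0.3 times that DMSO median; strong numbers were not always called active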
ZTA DNA inh – counter-screen for EBNA-1 inhibitors: inhibitors of Epstein-Barr virus ZTA | actives 0.15% (n = 320,000) | ZTA-DNA binding, fluorescence polarization | inhibition, % at 11 µM | P03206; in the data active means inhibition above about 33%
Target sequence (P03206 whole entry, looked up): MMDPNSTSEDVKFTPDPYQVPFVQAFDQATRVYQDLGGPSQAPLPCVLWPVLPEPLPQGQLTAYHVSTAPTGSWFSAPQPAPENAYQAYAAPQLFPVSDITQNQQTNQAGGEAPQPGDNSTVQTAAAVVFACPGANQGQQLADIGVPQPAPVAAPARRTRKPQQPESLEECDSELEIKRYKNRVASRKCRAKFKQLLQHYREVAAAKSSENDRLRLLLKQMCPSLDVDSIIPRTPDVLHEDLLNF
Yeast superoxide – reduction of superoxide in aged yeast, primary screen, HTS; actives 0.18% (n = 330,000); superoxide response (% of plate mean), % at 10 µM; AID 2690, 2010; S. cerevisiae aged cells, superoxide DHE fluorescence; active compounds read low;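 active means superoxide response under a set limit, about three screen SD below normal, cut at about 65% in these data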;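 further: yeast aged for seven days with compound at 30 °C before DHE staining; 100% = average MFI of all compound-treated wells on the plate with controls excluded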
* hit, by the source's call; ? = inconclusive; . = not tested or not shown. Hits appear at their usual frequency. About 3.1% of those tested had a hit in this group.

SMILES	Fh CTSL1 inh	core dimer inh	PP5 inh	TPT1 inhibitor	EBNA-1 inhibitor	PP1 inh	GASC-1 inh	ZTA DNA inh	Yeast superoxide
Cc1cc(C)cc(NC(=O)Cc2ccc(-n3cccc3)cc2)c1	6	-1	4.5	-2	-5	-1	-25	3	109
CC(C)(C)NC(=O)C12CCC(C)(c3nc4ccccc4nc31)C2(C)C (configuration not stated)	3	2	-0.9	-1	8	-2	-3	10	93
COC(=O)C1=C(N)Oc2cc(C)[nH]c(=O)c2C1c1ccccc1OC (configuration not stated)	-1	2	-1.1	2	14	-3	0	13	105
COc1ccccc1-c1oc2ccccc2c1C#CCCCCO	.	.	3.2	.	.	0	-2	-5	83
CN(C)S(=O)(=O)Oc1ccccc1C(=O)Nc1cccc(C(F)(F)F)c1	4	-3	3.0	-11	2	2	-14	-20	86
Cc1ccc2c(c1)C(c1ccc(O)cc1)(c1ccc(O)cc1)C(=O)N2C	1	4	2.0	-1	0	3	-11	-4	102
CCNC(=O)C(=O)Nc1cc2c3c(c1)CCC(=O)N3CCC2	-4	-5	1.6	0	-19	-1	-9	-6	87
CC(=O)Nc1ccc(S(=O)(=O)N2CCCC(C(=O)N3CCN(c4ccccc4)CC3)C2)cc1 (configuration not stated)	-2	-5	-0.2	-5	7	-2	-1	-3	105
COc1ccc(-c2cc(C3CCN(Cc4cccc(C(F)(F)F)c4)CC3)[nH]n2)cc1	3	-6	6.2	-1	-2	0	22	8	94
COc1ccc(OC)c(S(=O)(=O)N2Cc3ccccc3CC2C(=O)O)c1 (configuration not stated)	-1	2	-0.3	0	16	-1	4	6	102
O=C(O)c1ccc(-n2c(-c3ccccc3)n[nH]c2=S)cc1	2	3	2.4	0	-11	-1	4	-1	87
COc1cccc(CN(C(=O)c2cccs2)C2CCS(=O)(=O)C2)c1 (configuration not stated)	3	2	-2.5	0	1	0	5	-11	94
Cc1nnc2sc(SCc3ccccc3)nn2c1=O	1	2	-0.6	0	-7	5	?	-4	96
O=C(CSc1nnc(CNC(=O)c2ccc(F)cc2)o1)NCC1CCCO1 (configuration not stated)	0	-4	-1.3	3	5	-3	7	-3	101
Cc1n[nH]c(=S)n1/N=C/c1ccc(OCc2ccc(Cl)cc2)cc1	4	9	4.1	0	3	2	-3	8	100
COc1ncnc(-c2ccccc2)c1-c1ccccc1	-4	0	2.8	-3	-1	-3	-2	18	99
O=C(c1cc2c(s1)CCC2)N1CCN(c2ccccc2)CC1	0	30	4.8	1	-1	0	7	-17	99
CC(C)(C)c1csc(NC(=O)CS(=O)(=O)c2ccccc2)n1	-3	5	2.3	-2	-7	1	-11	5	96
COc1ccccc1CCn1c(N)c(C#N)c2nc3ccccc3nc21	0	4	3.6	-1	0	-10	0	-7	105
O=C(c1ccc(S(=O)(=O)Nc2ccccc2)cc1)N1CCCCCCC1	5	-7	1.4	-5	-4	-1	6	-6	91
COc1ccc(NC(=O)CSc2nnc(-c3cccnc3)o2)c(OC)c1	-4	0	0.0	0	-5	1	-24	3	102
COc1ccc(NC2CC(=O)N(c3cc([N+](=O)[O-])ccc3C)C2=O)cc1 (configuration not stated)	2	1	-2.3	-2	-19	-5	-38	-13	117
C/C(=N\NS(=O)(=O)c1cccc([N+](=O)[O-])c1)c1cc2ccccc2o1	1	8	1.2	-2	4	-1	-1	-4	107
CN(Cc1ccc(Cl)cc1)C(=O)c1ccc(S(=O)(=O)NCc2ccco2)cc1	.	.	0.2	.	.	0	5	1	95
COc1ccc(C(=S)N2CCCCC2)cc1Br	-3	5	3.8	0	-6	-3	-19	4	117

(more compounds)
SMILES	Fh CTSL1 inh	core dimer inh	PP5 inh	TPT1 inhibitor	EBNA-1 inhibitor	PP1 inh	GASC-1 inh	ZTA DNA inh	Yeast superoxide
CCOC(=O)c1c(NC(=O)CSc2nnc(CNC(=O)c3ccco3)n2C)sc2c1CCC2	14	6	2.6	5	3	2	3	3	111
CCC(Oc1ccccc1)C(=O)OCC(=O)N(CC)c1c(N)n(Cc2ccccc2)c(=O)[nH]c1=O (configuration not stated)	-7	5	0.0	0	6	-5	-1	11	96
CC1CC(C)CN(S(=O)(=O)c2ccc(NC(=O)C3CSC4(C)CCC(=O)N34)cc2)C1 (configuration not stated)	3	3	3.2	-5	5	-2	-7	-9	100
CCCC(C(=O)NCc1ccccc1)N(C(=O)Cn1nnc(-c2cccs2)n1)c1ccc2c(c1)OCCO2 (configuration not stated)	-3	36	1.9	-2	-4	1	.	-1	102
O=C(Nc1ccc(S(=O)(=O)N2CCCC2)cc1)Nc1ccc(F)cc1F	-1	5	4.3	-1	6	3	2	5	103
COc1ccc(CNC(=O)CS(=O)Cc2nc(-c3ccc(OC)c(OC)c3)oc2C)cc1 (configuration not stated)	5	-14	0.6	0	-4	-2	5	3	98
Cc1nc2c(C)cccc2cc1C(=O)N/N=C/c1ccc(O)cc1	0	7	1.6	-4	2	-4	0	-6	90
CN(c1ccc(C(=O)N2CCN(Cc3ccccc3)CC2)cc1)S(=O)(=O)c1ccc(Cl)cc1	2	-2	5.6	-4	7	1	18	-7	100
Cc1cccc(/C=N/n2c(C)nnc2C)c1	0	0	-0.7	3	2	-2	-2	7	112
CCOc1ccc(-n2c(-c3ccc(Br)cc3)c[n+]3c2CCCCC3)cc1	1	-4	0.0	4	-13	-1	2	1	100
Cc1ccccc1OCCC(=O)N(CC(=O)Nc1ccccc1C(F)(F)F)Cc1ccco1	1	3	5.4	3	3	-1	-1	8	123
Cc1nc2nc(SCC(=O)C(C)(C)C)[nH]c2cc1Br	-3	-1	2.5	-5	-11	-7	8	-4	98
O=C1NC(=O)c2cc(NC(=O)c3cccc4ccccc34)ccc21	-3	-2	1.9	-4	2	1	11	-5	113
NNC(=O)c1cc(C23CC4CC(CC(C4)C2)C3)[nH]n1	1	4	-1.1	-1	8	13	6	2	100
O=c1cc(CN2CCN(S(=O)(=O)c3ccccc3[N+](=O)[O-])CC2)nc2sccn12	-2	0	-0.9	-3	8	6	-6	8	102
O=S(=O)(c1ccc(Cl)cc1)N1CCN(CCc2ccncc2)CC1	-1	-7	0.5	-1	-7	7	-32	-15	90
O=C(CN(C(=O)CCC(=O)Nc1nccs1)c1ccc(F)c(Cl)c1)NCC1CCCO1 (configuration not stated)	-1	-18	1.0	4	-17	6	1	12	97
CC(NC(=S)Nc1ccccc1C(F)(F)F)C1CC2CCC1C2 (configuration not stated)	8	-1	-0.3	-3	0	2	8	-3	95
COc1ccccc1NC(=O)C(=O)NCC(c1ccco1)N1CCc2ccccc21 (configuration not stated)	0	8	0.3	-2	-14	2	-4	4	99
COCCN(C(=O)c1csnn1)C(C(=O)NC1CCCCC1)c1ccccc1F (configuration not stated)	-3	-4	1.6	5	-12	-1	-4	-1	110
COc1ccc(NC(=O)c2cccc3c2C(=O)c2ccc(-c4cnc(OC)nc4)cc2S3(=O)=O)cc1	.	.	-0.7	.	.	3	8	-4	96
N[C@@H](Cc1ccc(O)cc1)C(=O)Nc1ccc2ccccc2c1	.	.	4.7	.	.	4	0	-4	101
c1ccc(-c2csc(Nc3ncccn3)n2)cc1	-4	-7	-2.6	3	-3	-8	-8	4	96
COc1ccc(C(CNC(=O)C(C)(C)Oc2ccc(Cl)cc2)N2CCCC2)cc1 (configuration not stated)	.	.	4.7	.	.	-4	-6	6	95
CCC1CCC(NC(=O)Nc2cccc(OC)c2)CC1 (configuration not stated)	-3	7	4.7	-1	4	-3	10	-12	140

In a second layout: results already given
SMILES,Fh CTSL1 inh,core dimer inh,PP5 inh,TPT1 inhibitor,EBNA-1 inhibitor,PP1 inh,GASC-1 inh,ZTA DNA inh,Yeast superoxide
O=S(=O)(c1ccc(Cl)cc1)N1CCN(CCc2ccncc2)CC1,-1,-7,0.5,-1,-7,7,-32,-15,90
O=C(CN(C(=O)CCC(=O)Nc1nccs1)c1ccc(F)c(Cl)c1)NCC1CCCO1 (configuration not stated),-1,-18,1.0,4,-17,6,1,12,97
CC(NC(=S)Nc1ccccc1C(F)(F)F)C1CC2CCC1C2 (configuration not stated),8,-1,-0.3,-3,0,2,8,-3,95
COc1ccccc1NC(=O)C(=O)NCC(c1ccco1)N1CCc2ccccc21 (configuration not stated),0,8,0.3,-2,-14,2,-4,4,99

The listing continues.
SMILES	Fh CTSL1 inh	core dimer inh	PP5 inh	TPT1 inhibitor	EBNA-1 inhibitor	PP1 inh	GASC-1 inh	ZTA DNA inh	Yeast superoxide
O=C(N[C@@H](Cc1ccccc1)C(=O)O)c1ccc(C(F)(F)F)cc1	1	4	-1.7	-2	2	-4	4	7	106
CCCC1(CCC)NC(=O)N(CC(=O)c2cc(C)n(-c3ccc4c(c3)OCO4)c2C)C1=O	1	13	1.5	-1	-2	6	-7	-3	95
CCOC(=O)N1CCN(c2nc3ccccn3c(=O)c2C=O)CC1	-6	7	3.0	0	-4	-4	23	7	100
Cc1cc(/C=N/n2cnnc2)c(C)n1-c1ccc(OCc2ccccc2F)cc1	-3	24	5.8	5	6	9	-8	-18	130
Cc1cc[n+](CC(=O)c2cccs2)cc1	-1	-3	-0.5	1	-4	3	-9	3	95
NNC(=O)c1cc2ccccc2[nH]1	3	-1	2.7	2	-1	0	3	-3	72
O=C(O)c1ccccc1S(=O)(=O)Cc1ccccc1	2	-5	-2.0	-2	6	-4	2	2	99
CC(=O)Nc1ccc(C(=O)COC(=O)c2c(C)noc2C)c(F)c1	.	.	-2.7	.	.	-3	8	6	105
COc1ccc(S(=O)(=O)n2nc(OC(=O)c3ccco3)cc2N)cc1	-35	8	3.1	-3	10	0	-2	12	99
Nc1ccc(Nc2nc(-c3cc4ccccc4oc3=O)cs2)cc1	8	-12	2.9	-4	6	2	2	4	103
COc1cccc(CN2CCN(Cc3ccc4c(NC(C)=O)cccc4n3)CC2CCO)c1 (configuration not stated)	0	2	0.5	-3	-6	1	-4	-9	96
COc1ccc(/C=N/NC(=O)c2cc(OC)c(OC)c(OC)c2)cc1CN1CCc2cc(OC)c(OC)cc2C1C (configuration not stated)	-4	5	0.5	2	-9	2	-6	-8	112
Cc1c(C(=O)OCC(=O)NCCN2C(=O)CSC2=O)cccc1[N+](=O)[O-]	.	.	0.3	.	.	-3	.	5	99
CCOc1c(Cl)cc(CNCc2ccncc2)cc1OC	-2	0	0.8	3	3	-5	-22	0	96
COc1ccc(-c2nc3ccccc3c(=O)n2CCOc2ccc(C)cc2C)cc1	-2	0	2.0	2	4	-5	-6	9	82
O=C(CCSc1ccccc1)Nc1ncccn1	-3	-5	0.4	-3	-3	3	9	5	106
CNS(=O)(=O)c1cccc(C(=O)OCC(=O)N2CCCC2)c1	-1	-10	1.9	-2	-8	6	30	-2	97
C=CCn1c(SCC(=O)NCCc2ccccc2)nnc1C1CC1	13	0	-0.8	-1	-4	2	4	-7	102
CCCCCn1nc(C(=O)N(CC(C)C)c2c(N)n(CCCC)c(=O)[nH]c2=O)c2ccccc2c1=O	11	0	-0.5	-1	-12	-6	6	6	89
CCOc1ccc(/C=C2\SC(=S)N(CC(=O)N(CCO)C(C)(C)C)C2=O)cc1	3	8	1.8	4	7	-1	7	0	123
CCCCN(C)C(=O)c1nc2ccccn2c1CN1CCN(C(=O)c2cccs2)CC1	2	-4	1.0	2	5	-1	8	1	101
